DAX1 inh-1: blocks DAX1 repression of SF-1 activated StAR promoter. HEK293T StAR-luciferase reporter, SF-1/DAX-1 repression relief. inhibition, % at 6.8 µM. 370,000 compounds, 1.1% hits. AID 652010;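 active = inhibition above the mean over all tested compounds plus 3 SD, cut at about 3.6% in these data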;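 note: 0% = DAX-1 cells with DMSO and 100% = cells lacking DAX-1 with DMSO; higher inhibition means more luminescence from relief of DAX-1 repression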
DAX1 inh-2: inhibits human nuclear receptor DAX1; P51843; HEK293 Gal4-DAX1 luciferase reporter, luminescence; inhibition, % at 6.75 µM; 340,000 compounds, 0.99% hits; AID 504766;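 active = inhibition above the mean over all tested compounds plus 3 SD, cut at about 4.2% in these data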;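 note: 0% = DAX1-transfected cells with DMSO and 100% = empty-vector control cells with DMSO; inhibition shows as a rise in luminescence from relieved DAX1 repression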
Target sequence (P51843 207-470 limits assumed): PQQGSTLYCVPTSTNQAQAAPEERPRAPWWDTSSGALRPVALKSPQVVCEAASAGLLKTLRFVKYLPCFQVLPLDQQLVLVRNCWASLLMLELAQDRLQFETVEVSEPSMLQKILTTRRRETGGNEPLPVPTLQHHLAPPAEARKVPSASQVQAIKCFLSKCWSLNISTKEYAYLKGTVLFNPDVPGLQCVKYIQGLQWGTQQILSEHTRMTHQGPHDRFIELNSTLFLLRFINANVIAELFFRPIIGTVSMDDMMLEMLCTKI
SMARCA2 activ: activators of SMARCA2 function; 370,000 compounds, 1% hits; activation, % at 9.1 µM; MG213 cells, MMTV-luciferase reporter, dexamethasone, overnight; in the data active = activation above about 7.8%;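 note: 0% = vehicle wells and 100% = reference activator wells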
hcDAF12 agonist: H. contortus DAF-12 activation, primary screen; AID 652067; 370,000 compounds, 1.4% hits; activation, % at 6.8 µM; HEK293 hcDAF-12 lit1-tk-luc reporter, luminescence; 0% DMSO, 100% Δ7-dafachronic acid;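 active = activation above the mean of all tested compounds plus 3 SD, cut at about 5.5% in these data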;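 note: 100% = response to 3 µM Δ7-dafachronic acid high control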
MBD2 inh: blocks human MBD2 binding to methylated DNA | Q9UBB5 | TR-FRET, MBD2 binding to methylated oligonucleotide | inhibition, % at 4.4 µM | 370,000 compounds, 0.31% hits | AID 686964; in the data active = inhibition above about 13%
hgDAF12 agonist: agonists of H. glycines DAF-12 nuclear receptor; HEK293 GAL4-hgDAF12 UAS-luciferase reporter, agonist luminescence; normalized to butyrate control; activation, % at 6.8 µM; 370,000 compounds, 1.8% hits;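 active = activation above a cutoff set at the mean of all screened compounds plus 3 SD, cut at about 10% in these data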;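 note: 0% = DMSO wells and 100% = sodium butyrate wells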
ADAM17 inh: ADAM17 inhibition, QFRET primary screen; P78536; recombinant ADAM17, EDANS/DABCYL FRET peptide cleavage; inhibition, % at 6.95 µM; 370,000 compounds, 0.83% hits;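 active = inhibition above the mean of compounds lying between control limits plus 3 SD, set per campaign, cut at about 8.5% in these data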;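 note: 0% = DMSO-only wells as the low control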
ssDAF12 agonist: activates DAF-12 receptor from parasite S. stercoralis | activation, % at 6.8 µM | 370,000 compounds, 1% hits | HEK293 ssDAF-12/GRIP1 lit1-tk-luc reporter, luminescence; % of 3 µM dafachronic acid response;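 active = activation above the mean over all tested compounds plus 3 SD, cut at about 0.9% in these data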;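 note: 0% = DMSO-only wells and 100% = 3 µM delta7-dafachronic acid wells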
PLC-beta3 inh: PLC-beta3 (human) inhibition, primary screen; Q01970; Purified PLC-beta3, fluorogenic substrate, fluorescence; 370,000 compounds, 0.18% hits; inhibition, % at 12.2 µM; AID 720704; in the data active = inhibition above about 11%;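 note: 0% = median of compound wells on plate and 100% = full blocker control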
PLC-gamma1 inh: PLC-gamma1 (human) inhibition, primary screen; inhibition, % at 12.2 µM; 370,000 compounds, 0.84% hits; P19174; purified PLC-gamma1, fluorogenic substrate, fluorescence; AID 720700; in the data active = inhibition above about 9.5%
Rev-erbA mod: modulates human Rev-erb alpha binding to DNA. P20393. Rev-erbα–FITC-DNA binding, fluorescence polarization, 90 min. activity, % at 10 µM. 370,000 compounds, 0.79% hits;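 active = activity above about 14%, limit read from the data; passing the limit was not always enough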;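 note: 0% = DMSO wells with 35 nM protein and 100% = DMSO wells with 750 nM protein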
Target sequence (P20393 whole entry, looked up): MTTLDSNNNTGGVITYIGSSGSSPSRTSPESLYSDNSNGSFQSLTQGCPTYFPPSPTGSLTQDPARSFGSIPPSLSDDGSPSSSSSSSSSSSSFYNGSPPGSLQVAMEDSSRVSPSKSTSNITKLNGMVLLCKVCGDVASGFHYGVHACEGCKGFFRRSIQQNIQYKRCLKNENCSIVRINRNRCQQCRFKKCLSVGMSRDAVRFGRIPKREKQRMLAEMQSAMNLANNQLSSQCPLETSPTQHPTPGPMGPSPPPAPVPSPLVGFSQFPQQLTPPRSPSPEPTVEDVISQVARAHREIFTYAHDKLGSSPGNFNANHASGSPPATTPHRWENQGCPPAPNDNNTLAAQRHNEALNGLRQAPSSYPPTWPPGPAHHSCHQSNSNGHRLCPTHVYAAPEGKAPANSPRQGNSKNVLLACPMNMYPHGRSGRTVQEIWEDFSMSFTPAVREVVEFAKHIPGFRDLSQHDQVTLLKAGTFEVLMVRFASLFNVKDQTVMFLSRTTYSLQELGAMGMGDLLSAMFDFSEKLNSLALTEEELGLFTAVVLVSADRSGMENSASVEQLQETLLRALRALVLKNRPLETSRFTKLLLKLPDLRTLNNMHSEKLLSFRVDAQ
Numbers without * were called inactive; i = inactive; . = not tested or not shown; & = joins results of further samples.

SMILES	DAX1 inh-1	DAX1 inh-2	SMARCA2 activ	hcDAF12 agonist	MBD2 inh	hgDAF12 agonist	ADAM17 inh	ssDAF12 agonist	PLC-beta3 inh	PLC-gamma1 inh	Rev-erbA mod
Cn1c(-c2ccc(C=O)s2)nc2ccccc21	0.2	0.2	5	2.7	1	12*	-466	-0.4	i	i	5
O=C(CN1CCOc2ccccc21)N1CCCC1	0.8	2.0	0	-0.2	-1	3.6	-2	-1.0	0	3	-1
CCCCc1cn([C@@H](CCCCN)C(=O)N2CCNCC2)nn1	-0.2	-1.3	0	-2.1	6	1.7	-2	-1.1	1	-1	-1
Cc1ccnc(NC(=O)CCS(=O)(=O)c2ccccc2)c1	0.0	0.2	2	2.8	-2	1.8	-5	-0.7	-2	-2	0
CC(C)Cn1c(N)cc(=O)n(C)c1=O	-0.8	1.7	1	-1.2	2	-1.0	0	-1.1	2	-2	0
CSc1nc2nc(-c3ccccc3)cc(=O)n2[nH]1	0.8	0.2	2	-0.8	-3	0.4	1	-0.5	-2	0	1
CN1N=C(C(=O)N2CCCC(Nc3ccc(F)c(F)c3)C2)CCC1=O (centres undefined)	-1.0	-0.3	-1	-0.7	1	3.3	-2	-0.8	-5	-2	-6
CC(=O)N1CCCc2cc(S(=O)(=O)CCC(=O)N3CCN(c4cccc(C)c4)C(C)C3)ccc21 (centres undefined)	0.0	-1.2	-1	-1.4	-1	-3.0	-3	-1.5	8	5	-5
O=C(NC(=S)N1CCOCC1)c1ccc(F)cc1	-0.1	0.1	0	2.8	-5	-0.2	-3	-0.8	-5	2	-1
Nc1nc2ccccc2n1/N=C/c1ccc(Br)cc1	2.5	1.5	5	3.3	0	12*	1	-0.5	-13	-17	.
CCOC(=O)c1cc(-c2ccc(Cl)cc2)nc2c1c(=O)[nH]c(=O)n2CCOC	0.9	1.6	-1	-2.0	4	-0.3	-48	-1.2	-29	-19	-1
Cc1ccsc1/C=N\Nc1cn[nH]c(=O)c1Cl	0.2	0.1	5	-0.8	-5	0.9	3	-1.1	-77	-68	7
COC(=O)c1cn(CC(=O)Nc2ccc(F)cc2)c2ccccc12	0.1	-0.8	1	-0.8	0	2.0	-1	-1.3	-2	2	-3
COc1cccc(N(C(=O)CNC(=O)c2ccco2)C(C(=O)NC2CCCCC2)c2cccnc2)c1 (centres undefined)	0.1	0.3	-1	-0.7	-2	-1.0	2	-0.9	-4	5	3
Cc1ccc(SCC(=O)NCC(C)C)cc1	0.4	0.6	0	0.6	-2	1.0	-3	-1.0	2	1	-1
Cc1[nH]ccc2c1[nH]c1cc(=O)ccc12	-0.1	-0.6	0	-0.5	6	9.3	i	-1.8	i	-416	1
O=C(Nc1ccc2ccccc2n1)Nc1ccccc1F	-0.3	-0.1	-1	-1.0	8	-1.0	-3	-1.0	0	2	6
C=CCn1c(Cc2ccccc2)nnc1SCc1nc2ccccc2c(=O)[nH]1	0.7	-0.1	-4	0.1	0	-2.8	0	-1.4	2	4	-6
COC(=O)Nc1ccccc1C(=O)N1CCN(c2ccc(C)cc2)CC1	0.9	-0.4	0	1.4	-1	5.8	-4	-0.9	-3	-3	-5
COc1ccc(C2=NO[C@@H]3[C@@H]4C[C@@H]([C@H]5C(=O)N(C)C(=O)[C@@H]45)[C@H]23)c(OC)c1	0.2	.	-4	-0.6	-1	1.9	-4	-1.6	-8	4	-3

Single records, from the list above.
`Cc1[nH]ccc2c1[nH]c1cc(=O)ccc12` as listed: DAX1 inh-1 = -0.1; DAX1 inh-2 = -0.6; SMARCA2 activ = 0; hcDAF12 agonist = -0.5; MBD2 inh = 6; hgDAF12 agonist = 9.3; ADAM17 inh = i; ssDAF12 agonist = -1.8; PLC-beta3 inh = i; PLC-gamma1 inh = -416; Rev-erbA mod = 1
`COC(=O)c1cn(CC(=O)Nc2ccc(F)cc2)c2ccccc12` as listed: DAX1 inh-1 = 0.1; DAX1 inh-2 = -0.8; SMARCA2 activ = 1; hcDAF12 agonist = -0.8; MBD2 inh = 0; hgDAF12 agonist = 2.0; ADAM17 inh = -1; ssDAF12 agonist = -1.3; PLC-beta3 inh = -2; PLC-gamma1 inh = 2; Rev-erbA mod = -3

New compounds follow.
SMILES	DAX1 inh-1	DAX1 inh-2	SMARCA2 activ	hcDAF12 agonist	MBD2 inh	hgDAF12 agonist	ADAM17 inh	ssDAF12 agonist	PLC-beta3 inh	PLC-gamma1 inh	Rev-erbA mod
CC(C)Oc1ccc(F)cc1-c1cc(C(=O)N2CCc3ccccc3C2)[nH]n1	-0.7	.	-2	-3.4	-1	-4.5	1	-1.4	-2	-3	-2
Cc1cc(C(=O)N2CCC2(C)C(=O)Nc2ccc3[nH]ncc3c2)nn1C (centres undefined)	0.9	.	-2	-2.5	-9	0.6	4	-1.4	15*	3	-4
CC1(C(=O)Nc2ccc3ccccc3c2)CCC(=O)N1CCOc1ccccc1 (centres undefined)	2.5	.	-2	0.1	2	-4.5	0	-0.9	-7	-2	-2
COc1cccc(/C=C/C(=O)NCc2cn3cc(Cl)ccc3n2)c1OC	-1.1	-0.3	-5	-2.3	3	2.1	-15	-1.7	-114	-79	1
CC1(C(=O)NS(=O)(=O)c2cccc(OC(F)F)c2)CCN1C(=O)CC(c1ccccc1)c1ccccc1 (centres undefined)	-0.9	.	1	0.1	6	-1.7	-1	-1.2	-10	-2	-8
CCOC(=O)/C(=N/Nc1ccccc1)Sc1nnnn1-c1ccc(C)cc1	0.1	-1.2	-4	1.3	8	-2.9	-5	-1.4	0	-2	0
O=C(Nc1cccc(-c2cscn2)c1)C1CCN(Cc2ccccn2)CC1	-0.2	-0.7	0	-1.8	0	0.5	-4	-1.3	-10	-3	-6
CCOc1ccc(N(C(=O)c2cnsn2)C(C(=O)NC2CCCCC2)c2ccncc2)cc1 (centres undefined)	-0.2	1.5	-3	-1.6	-2	-0.6	-2	-1.9	4	-1	-6
Cc1cc(-c2n[nH]c(=S)n2/N=C/c2cc([N+](=O)[O-])ccc2Cl)n[nH]1	-0.2	-0.4	2	5.3	-6	-1.6	1	-1.3	6	-3	-1
CCOC(=O)C(C)c1c(C)[nH]c(=S)[nH]c1=O (centres undefined)	-0.1	0.4	0	-0.8	3	1.1	7	-0.6	9	11*	3
O=C(COC(=O)CCN1C(=O)C2CC=CCC2C1=O)Nc1ccc(Cl)cc1F (centres undefined)	-0.3	-0.1	0	-0.4	5	0.9	-6	-0.7	-8	-4	0
O=C(O)c1ccccc1-c1ccccc1C(=O)NNc1ccccc1	-0.5	-0.9	0	0.0	0	1.5	-2	-0.8	4	5	4
CS(=O)(=O)OCCCCOS(C)(=O)=O	-0.2	-0.2	-5	-0.9	2	-3.1	-6	0.2	-1	0	-6&3
COc1ccc(NC(=O)NCCc2c[nH]c3ccccc23)c(OC)c1	-0.5	-1.3	3	-1.8	2	-2.4	0	-0.6	-3	4	7
O=[N+]([O-])c1ccc(NCc2ccccn2)nc1	0.9	-0.4	1	1.6	-6	0.9	1	-0.4	3	4	0
CCOc1cc(CN2CCC(N3CCC(C(=O)NC4CC4)CC3)CC2)ccc1O	1.4	0.6	1	-0.3	0	0.8	-1	-0.9	3	-1	-2
CC(=O)C[C@@H]1OC[C@H](Cc2ccccc2)N1S(=O)(=O)c1ccc(C)cc1	-0.5	.	-1	-1.6	0	-2.5	-1	-0.7	-1	1	7
O=C(Cn1cnc2ccccc2c1=O)c1ccc(OC(F)F)cc1	0.5	1.0	0	0.3	-2	5.6	0	-0.5	-6	-2	-2
Cc1ccc(S(=O)(=O)Nc2cccc3c2CCCC3)cc1	-0.5	-0.4	3	3.9	4	1.8	3	-1.0	-4	3	1
CN1CCN(c2ccc(NC(=O)c3ccc(-c4ccccc4F)o3)cc2)CC1	4.4*	2.0	4	5.4	-3	24*	-4	1.4*	-26	-13	13
OCC1CCCN(c2nc(CN3CCCCC3)nc3scc(-c4ccccc4)c23)C1 (centres undefined)	-0.5	-0.2	-4	-0.3	-3	-1.0	-6	-2.0	-3	-3	-5
COC(=O)CSc1nnc(-c2ccccn2)n1Cc1ccco1	0.1	-0.4	-3	1.0	-5	-0.3	1	-1.6	0	1	0
O=C(Nc1nnc(SCC(=O)N2CCOCC2)s1)C1CC(=O)N(c2ccc(F)cc2)C1 (centres undefined)	1.3	0.4	-2	1.2	-8	-0.4	-3	-0.1	-14	-6	0
Cc1ccc(-n2cnnn2)c(S(=O)(=O)N2CCOCC2)c1	0.9	-0.2	-1	1.3	-1	-1.5	4	-1.4	2	2	3
CC12CC3CC(C)(C1)CC(C(=O)N1CCN(C(=O)C4CCCO4)CC1)(C3)C2 (centres undefined)	-0.5	-0.3	-1	-1.3	0	0.0	-2	-0.6	-6	1	-1
Cc1cccnc1NC(=O)CNC(=O)c1ccccc1	-0.1	1.3	1	0.5	1	-0.4	-3	-0.8	1	-4	-1
COc1ccc2c(c1)C(CC(C)=O)N(c1ccc(-c3cnc(OC)nc3)cc1)C(c1ccsc1)=C2 (centres undefined)	-2.1	.	-6	-0.4	0	-1.5	-36	-0.6	-79	-58	2
O=C(CN(c1ccc2c(c1)OCCO2)S(=O)(=O)c1ccccc1)NCc1ccco1	-1.2	-0.7	-2	-1.8	0	0.2	-3	-0.9	3	1	3
Cc1cc(NC(=O)C2CCC2)n(-c2ccccn2)n1	0.5	-0.6	-3	-1.3	1	0.0	-1	-1.3	3	4	1
CCOC(=O)c1ccc(-n2cnc(-c3ccc([N+](=O)[O-])cc3)c2)cc1	-1.0	.	4	0.6	-2	-0.6	-6	0.2	-2	1	5
O=C(COC(=O)/C=C/c1ccccc1)Nc1cc(C(F)(F)F)ccc1N1CCOCC1	-0.4	0.7	-2	1.3	-2	-2.2	0	-0.4	0	0	-5
O=[N+]([O-])c1ccccc1S(=O)(=O)c1ccccc1[N+](=O)[O-]	-0.6	1.1	-2	-1.6	-3	-2.1	1	-1.2	-4	2	-1
Cc1ccc(-n2nc3c(c2NC(=O)c2ccc(Br)o2)CSC3)c(C)c1	0.0	-0.7	-1	-0.6	-2	-1.2	6	-0.8	-7	-8	-1
CCNC(=O)CC1SC(=Nc2ccc(C)c([N+](=O)[O-])c2)N(C)C1=O (centres undefined)	0.1	.	-1	-0.5	3	-1.0	0	-2.0	-1	2	5
Cc1nc2ccc([N+](=O)[O-])cc2c(=O)n1Cc1ccc(Br)cc1	-0.1	2.5	3	-0.8	-1	0.3	0	-1.3	1	1	3
CCOC(=O)c1c(NC(=O)c2ccncc2)sc(C)c1C	-0.2	0.1	-2	-0.5	2	0.9	1	-1.0	0	-5	3
CCOC(=O)N1CCN(C(=O)C[C@H]2C(=O)N(CCCOC)C3=CCCCC[C@]32C(=O)OC)CC1	1.5	.	-4	-1.2	2	-2.1	-2	-2.0	0	1	-3
O=C(c1ccccc1)N1CCN(c2ccc([N+](=O)[O-])c(NCC3CCCO3)c2)CC1 (centres undefined)	-1.0	0.3	0	-1.1	-11	0.3	2	-1.7	-3	4	1
CCN1CCN(c2nc3ccccc3n3cnnc23)CC1	0.8	-1.4	-1	-1.4	3	-2.3	-10	-1.9	-9	-4	2
COC(=O)c1ccc(COc2ccc(/C=N/Nc3cccc(C(=O)O)c3)cc2)cc1	1.5	-1.9	7	3.5	7	17*	-5	1.4*	-14	-4	1
